PI4K2A block: inhibitors of human PI4K2A; purified PI4K2A, ADP-Glo luminescence, 1 h; active compounds read low; 0.13% of 420,000 active; activity change, negative = inhibition, % at 76.9 µM; AID 1346378; Q9BTU6; in the data active = activity change below about -50%; inconclusive = mostly about -30% to -49%;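 note: -100% = wells without enzyme as full effect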
Target sequence (Q9BTU6 whole entry, looked up): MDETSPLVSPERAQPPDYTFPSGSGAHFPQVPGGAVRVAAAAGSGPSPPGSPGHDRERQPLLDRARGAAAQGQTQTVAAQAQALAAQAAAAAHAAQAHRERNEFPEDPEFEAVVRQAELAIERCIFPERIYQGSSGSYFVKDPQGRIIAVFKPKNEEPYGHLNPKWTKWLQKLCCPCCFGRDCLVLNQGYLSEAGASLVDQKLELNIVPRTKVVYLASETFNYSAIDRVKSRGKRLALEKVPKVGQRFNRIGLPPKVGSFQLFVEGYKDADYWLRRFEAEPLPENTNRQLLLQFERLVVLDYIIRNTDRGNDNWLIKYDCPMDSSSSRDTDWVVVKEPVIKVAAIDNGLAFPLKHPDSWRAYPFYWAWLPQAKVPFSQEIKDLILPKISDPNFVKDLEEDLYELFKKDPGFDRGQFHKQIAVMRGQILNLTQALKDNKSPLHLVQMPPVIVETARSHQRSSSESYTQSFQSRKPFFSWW
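In this quantitative HTS, ADP production by PI4K2A was quantified luminescently after 1 h at ambient temperature; 100 microM adenosine served as plate-quality control.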
ERG-DNA inh: ERG Ets/DNA interaction inhibition; Potency, µM (highest dose often 76.9 µM), for the others: at the highest dose FP activity, negative = inhibition, usual class: inhibitors; P11308; AID 624246; fluorescence polarization, His-ERG Ets domain / labelled DNA; 0.028% of 370,000 active; active = well fitted inhibition curve with a large enough effect in the polarisation, with a control signal flat; inconclusive = small, poorly fitted or top-dose-only effect, or effect the other way, or a change in a side signal; inactive = no such curve, though single readings can be large or run the other way; the % refers to the polarisation;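 note: polarization taken with two DNA probes labelled with fluorescein and Texas red; potency is the fitted concentration of half-maximal effect; % of control where 0% means no effect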
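His-tagged ERG Ets domain (1 uM in the protein solution; 300mM KCl, 50mM Tris-HCl, 1mM EDTA, 1mM DTT, pH 7.5) received compound, then a probe mix of 5 nM fluorescein-DNA and 100nM Texas-615-DNA. Fluorescence polarization was read for both dyes.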
HP1b chromo inh: inhibitors of HP1-beta chromodomain binding to methylated histone tails; Potency, µM (doses to about 114 µM), for the others: at the highest dose activity change, negative = inhibition, usual class: inhibitors; AlphaScreen HP1-beta / biotin-H3K9me3 peptide binding; 0.56% of 390,000 active; P83916; AID 540317; note: potency is the fitted concentration of half-maximal effect; nearly all actives have a fitted effect of over 70% in size; inactives centre near 23
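AlphaScreen: HP1-beta (50 nM) preformed 30 min with biotin-H3(1-18)K9me3 peptide (50 nM) in PBS pH 7.4, 0.01% Tween-20. Compound added for 30 min at RT, then streptavidin donor/nickel chelate acceptor beads (10 ug/mL) for 30 min.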
Pin1 inhibitor: human Pin1 inhibition; Potency, µM (highest dose often 115 µM), for the others: at the top dose activity, negative = inhibition, most hits filed as inhibitors; 0.009% of 390,000 active; Pin1 FP peptide displacement, HiFluor488, 10 min; active = well fitted inhibition curve with a large enough effect in the polarisation, with a control signal flat, not every such curve was filed as active; inconclusive = small, poorly fitted or top-dose-only effect, or effect the other way, or a change in a side signal; inactive = no such curve, though single readings can be large or run the other way; the % refers to the polarisation; note: potency is the fitted concentration of half-maximal effect; % is set by controls: 0 for no effect and ±100 for the full control effect
Target sequence (Q13526 whole entry, looked up): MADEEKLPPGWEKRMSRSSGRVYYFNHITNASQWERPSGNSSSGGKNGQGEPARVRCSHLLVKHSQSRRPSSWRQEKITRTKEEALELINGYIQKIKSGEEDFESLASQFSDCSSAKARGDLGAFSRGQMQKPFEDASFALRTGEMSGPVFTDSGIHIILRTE
Tb PGK inh: blocks T. brucei phosphoglycerate kinase; P07378; PGK/GAPDH coupled, Kinase-Glo luminescence, 60 min; Potency, µM (top dose mostly 57.5 µM), for the others: at the top dose activity change, negative = inhibition, usual class: inhibitors; 0.043% of 380,000 active; note: potency is the fitted concentration of half-maximal effect; % is set by controls: 0 for no effect and ±100 for the full control effect; nearly all actives have a fitted effect of over 60% in size
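Luminescent ATP detection (Kinase-Glo Plus) follows a 60-minute room-temperature incubation, with wells lacking PGK as controls. Buffer: 100 mM TEA (pH 7.6), 5 mM MgCl2, 0.01% Tween-20. Coupling enzyme GAPDH (100 nM final) supplies unstable 1,3-BPG in-well.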
GLS inh: blocks human kidney-isoform glutaminase activity | GLS enzymatic activity, qHTS titration | AID 624170 | Potency, µM (titrated, usually from 45.5 µM), for the others: at the highest dose activity change, negative = inhibition, actives largely listed as inhibitors | O94925 | 0.21% of 410,000 active; note: potency is the fitted concentration of half-maximal effect; % is set by controls: 0 for no effect and ±100 for the full control effect
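Enzyme dispensed in phosphate buffer (45 mM, pH 8.2, 0.02% Tween-20), compounds pinned in, then 1 mM L-glutamine solution and the glutamate oxidase–HRP–Amplex Red mix added; fluorescence read immediately and again after 30 min at room temperature.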
JMJD2A Tudor inh: inhibitors of human JMJD2A Tudor domain; O75164; AlphaScreen JMJD2A-Tudor / H3K4me3 peptide binding; Potency, µM (series often up to 114 µM), for inactives: at the highest dose activity change, negative = inhibition, hits mostly inhibitors; 4.4% of 390,000 active; AID 504339; note: potency is the fitted concentration of half-maximal effect; % is set by controls: 0 for no effect and ±100 for the full control effect; nearly all actives have a fitted effect of over 50% in size
G9a inh: blocks human histone lysine methyltransferase G9a; Q96KQ7; G9a H3K9 monomethylation, AlphaScreen, 2 h; Potency, µM (highest dose often 102 µM), without a hit: at the top dose activity, negative = inhibition, actives largely listed as inhibitors; 8.8% of 350,000 active; note: potency is the fitted concentration of half-maximal effect; % is set by controls: 0 for no effect and ±100 for the full control effect; nearly all actives have a fitted effect of over 75% in size
Target sequence (Q96KQ7 913-1193 limits assumed): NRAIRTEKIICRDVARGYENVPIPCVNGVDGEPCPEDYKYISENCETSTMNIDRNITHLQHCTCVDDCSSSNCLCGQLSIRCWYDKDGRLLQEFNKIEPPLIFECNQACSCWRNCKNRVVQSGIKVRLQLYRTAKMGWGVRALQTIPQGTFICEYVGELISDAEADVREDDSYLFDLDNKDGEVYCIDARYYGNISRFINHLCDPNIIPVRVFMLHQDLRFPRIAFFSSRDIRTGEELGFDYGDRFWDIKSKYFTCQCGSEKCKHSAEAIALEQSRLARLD
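G9a (20 nM) was preincubated 15 min with compound, then reacted 2 h at room temperature with 500 nM biotin-H3K9 peptide and 20 µM SAM. Monomethyl-H3K9 detected by AlphaScreen using anti-H3K9me1 antibody.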
BAZ2B block: BAZ2B (human) inhibition | Q9UIF8 | AlphaScreen BAZ2B-H3K14Ac peptide displacement | Potency, µM (series often up to 114 µM), without a hit: at the top dose activity change, negative = inhibition, actives largely listed as inhibitors | 4.4% of 360,000 active; note: potency is the fitted concentration of half-maximal effect; % is set by controls: 0 for no effect and ±100 for the full control effect; nearly all actives have a fitted effect of over 60% in size
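BAZ2B (50 nM) with biotin-H3(5-23)K14Ac peptide (50 nM) in PBS pH 7.4, 0.01% Tween-20, preformed 30 min, then compound 30 min at room temperature; top concentration 110uM. AlphaScreen streptavidin donor/nickel chelate acceptor beads (10 ug/mL final), 20 min dark, signal read.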
An asterisk follows results filed as active; i = inactive; u = inconclusive; x = no result given; [ ] = another dose, or the depositor's remark. Unless noted, calls come from the whole dose curve; as a rule, active = well fitted curve in the direction sought with a large enough effect; inconclusive = small, poorly fitted or top-dose-only effect, or another doubt; inactive = no such curve, though single readings can be large; an effect the other way counts as inactive or inconclusive.

no. | Compound | PI4K2A block | ERG-DNA inh | HP1b chromo inh | Pin1 inhibitor | Tb PGK inh
1 | CC(=O)Nc1c(Cl)c(Cl)c2c(c1Cl)C(=O)c1cc(Cl)ccc1-2 | 3 | 2% | -12% | -10% | 1%
2 | COc1ccc(CNC(=O)CN(C(=O)c2csnn2)c2ccc3c(c2)OCCO3)cc1 | 2 | 1% | -8% | -2% | -8%
3 | Cc1ccc(Nc2nnc(SCC(=O)Nc3cccc(S(=O)(=O)N4CCCCC4)c3)s2)cc1 | -4 | 5% | 14% | 8% | -2%
4 | O=C(CSc1ncn[nH]1)NC12CC3CC(CC(C3)C1)C2 | -20 | 1% | 7% | 3% | i
5 | COC(=O)N/N=C/c1c(C)c(C(=O)c2ccc(F)cc2)n2ccccc12 | -3 | 0% | 18% | u | -12%
6 | Cc1nc(SCC(=O)N(C)C2(C#N)CCCCC2)c2ccccc2n1 | 2 | -9% | 37% | u | -3%
7 | O=C(CN1c2ccccc2Sc2ccccc21)NNC(=S)Nc1ccc(Cl)cc1Cl | -1 | -3% | 13% | -7% | 0%
8 | Cc1nn(C)c(Oc2ccccc2)c1CCNS(=O)(=O)c1ccc(Cl)cc1 | 2 | -5% | 48%[activator] | -3% | 1%
9 | COc1cccc(N2CCc3c(C)nc4ccc(Cl)cc4c32)c1 | -15 | -3% | 94%[activator] | 2% | -6%
10 | COc1cccc(CNC(=O)C(=O)NCC2CCCO2)c1 (stereo unspecified) | -5 | 0% | 25% | -5% | -2%
11 | CC(=O)Nc1cccc(-c2nnc(SCC(=O)N3CCCCC3)n2C)c1 | -4 | -4% | 15% | -10% | 7%
12 | Cc1ccc(OC(=O)CCC(=O)Nc2ccc(C(N)=O)cc2)cc1 | 0 | -22%[15.4 µM] | 42%[activator] | 4% | -7%

no. | GLS inh | JMJD2A Tudor inh | G9a inh | BAZ2B block
1 | -2% | -4% | x | x
2 | 1% | -14% | 22% | -11%
3 | 8% | -28%[57.1 µM] | 40µM* | -20%
4 | -2% | -9% | u | 10%
5 | 13% | -13% | 15%[59 µM] | 5%
6 | 0% | 7% | 19%[59 µM] | 5%
7 | 11% | -23% | 66%[activator][59 µM] | -5%
8 | -6% | u | -13%[59 µM] | 2%
9 | 76%[activator] | 46%[activator] | 41% | -1%
10 | 8% | -7% | 0%[59 µM] | 1%
11 | 2% | -6% | u | 3%
12 | -3% | 6% | x | x

Taken from above:
Under G9a inh, no. 2 has the entry 22%
Under PI4K2A block, no. 6 has the entry 2

Additional compounds
no. | Compound | PI4K2A block | ERG-DNA inh | HP1b chromo inh | Pin1 inhibitor | Tb PGK inh
13 | O=C(Nc1ccc(Br)cc1F)c1ccc2nsnc2c1 | 2 | 4% | 11% | -3% | 0%
14 | Cc1onc(-c2c(F)cccc2Cl)c1C(=O)ONC(=O)c1ccccc1 | 6 | -4% | 36% | -3% | -5%
15 | CC(C)c1cc(C(N)=O)c(NC(=O)c2cccc(COc3ccc(Br)cc3)c2)s1 | -9 | 4% | 22% | 55%[activator] | 0%
16 | O=C(NCc1ccc(F)cc1)C1CCN(c2cnccn2)CC1 | 0 | 0% | -14% | 6% | -5%
17 | C/C(CC(=O)Nc1ccccn1)=N\NC(=O)C(=O)Nc1ccccc1C | 1 | 0% | 35% | -5% | i
18 | O=C(Nc1cccc(O)c1)c1cc2nc(-c3ccccc3)cc(-c3ccccc3)n2n1 | -6 | 8% | 9% | 34%[activator] | i
19 | CS(=O)Cc1cc(Sc2ccccc2)nc(-c2cccnc2)n1 (stereo unspecified) | -2 | -1% | -2% | -12% | i
20 | COc1ccc2c(Cl)c(C(N)=O)sc2c1 | -1 | -1% | 43% | 6% | 9%
21 | CC(C)CNC(=O)c1ccccc1NC(=O)CN(c1ccccc1)S(=O)(=O)N(C)C | -1 | -7% | 17%[57 µM] | 0% | i
22 | Cc1ccc(SCc2cc(=O)[nH]c(N3CCCCC3)n2)cc1 | -2 | -4% | 7% | -1% | 4%
23 | CCOc1ccc(-c2nc3c(C#N)c[nH]n3c2NC2CCCCC2)cc1 | -1 | 1% | 13% | 1% | -6%
24 | Cc1c(C(=O)NCc2cccc(Cl)c2)sc2nc3n(c(=O)c12)CCC3 | -10 | 6% | 31% | 2% | 2%

no. | GLS inh | JMJD2A Tudor inh | G9a inh | BAZ2B block
13 | 4% | u | -7% | -18%
14 | -3% | 8% | 0% | 1%
15 | -13% | -23% | -3%[12.7 µM] | -16%
16 | 0% | 25µM* | x | -3%
17 | 7% | -29% | 21%[59 µM] | u
18 | 3% | 1% | -6%[59 µM] | -4%
19 | -1% | -12% | 2% | -1%
20 | 7% | -12% | -11%[59 µM] | 1%
21 | 0% | -10% | 14% | 0%
22 | -8% | -16% | u | -5%
23 | 13µM* | -21% | -5%[59 µM] | -5%
24 | 1% | -18% | -29%[59 µM] | -30%

Complete entries as entered above. Screens in order: PI4K2A block	ERG-DNA inh	HP1b chromo inh	Pin1 inhibitor	Tb PGK inh	GLS inh	JMJD2A Tudor inh	G9a inh	BAZ2B block
C/C(CC(=O)Nc1ccccn1)=N\NC(=O)C(=O)Nc1ccccc1C as listed: 1	0%	35%	-5%	i	7%	-29%	21%[59 µM]	u
O=C(Nc1cccc(O)c1)c1cc2nc(-c3ccccc3)cc(-c3ccccc3)n2n1 as listed: -6	8%	9%	34%[activator]	i	3%	1%	-6%[59 µM]	-4%

Continued.
no. | Compound | PI4K2A block | ERG-DNA inh | HP1b chromo inh | Pin1 inhibitor | Tb PGK inh
25 | C=C(C)n1c(=O)n(Cc2ccc(C)cc2)c2ccccc21 | -4 | 10% | 57%[activator] | 6% | x
26 | O=C(NN=C1CCCCCCCCCCC1)c1cccc(S(=O)(=O)N2CCOCC2)c1 | -3 | -4% | 35% | -4% | -6%
27 | O=C(CCC1CCCC1)N1CCN(C(=O)c2cccnc2)CC1 | 0 | -5% | 27% | -3% | i
28 | COc1ccccc1CNC(=O)C1CCN(C2=NS(=O)(=O)C(c3ccc(C)c(C)c3)=C2C)CC1 | -4 | 29% | 38% | 51%[activator] | -16%
29 | O=C(CN1CCN(C(c2ccccc2)c2ccccc2)CC1)NCc1ccccc1 | 1 | 6% | 37% | 2% | i
30 | O=C(N/N=C/c1ccccc1OCc1ccccc1)c1cccnc1 | 1 | 17% | 4% | 1% | -1%
31 | COc1cc(NC(=O)CSc2nc3ccccc3nc2Cc2ccc(Cl)cc2)cc(OC)c1 | -2 | -2% | 25%[57 µM] | 2% | -4%
32 | CCOC(=O)N1CCc2c(sc(NC(=O)CN3CCN(C)CC3)c2C(=O)Nc2ccccc2)C1 | -3 | -12% | 5% | u | -3%
33 | O=C(CN(Cc1ccc2c(c1)OCO2)C(=O)c1cnsn1)NC1CCCC1 | 5 | -3% | 17% | -3% | 0%
34 | CCC(=O)Nc1ccc(N2CCN(C(=O)c3cccs3)CC2)cc1 | 2 | -2% | 47%[activator] | -10% | x
35 | O=C(CCc1nc2ccccc2c(=O)[nH]1)Nc1cc(Cl)ccc1N1CCCCC1 | -4 | 5% | -3% | 19% | i
36 | O=C(c1ccc(OC2CCN(C(=O)C3CC3)CC2)cc1)N(CCO)Cc1ccccc1 | -2 | -22% | 20% | -2% | 5%

no. | GLS inh | JMJD2A Tudor inh | G9a inh | BAZ2B block
25 | -12% | 22% | 6%[0.501 µM] | 16%
26 | 8% | u | 13%[59 µM] | 1%
27 | -4% | -3% | u | 9%
28 | -30% | 56µM* | -3%[59 µM] | 3%
29 | 0% | -11% | -6% | -13%
30 | -2% | -34% | 6%[59 µM] | -4%
31 | -2% | -24% | 1%[59 µM] | -2%
32 | 0% | -31% | u | 16%
33 | 5% | -11% | 0% | -2%
34 | 42%[activator] | -9% | x | -4%
35 | -13% | -16% | 26%[12.7 µM] | -8%
36 | 12% | -6% | 6% | -9%

Continuation.
no. | Compound | PI4K2A block | ERG-DNA inh | HP1b chromo inh | Pin1 inhibitor | Tb PGK inh
37 | O=C(NNC(=S)NCC1CCCO1)c1cc(Br)ccc1Cl (stereo unspecified) | -4 | -9% | 57% | -4% | -4%
38 | Cc1cccc(CSCc2nnc(N)s2)c1 | -4 | 2% | 20% | 6% | 2%
39 | N#C/C(=C/c1cccn1-c1cccc(C(=O)O)c1)c1ccc(Cl)cc1 | 0 | -8% | u | -26% | u
40 | O=C(Nc1ccc(N2CCOCC2)c(Cl)c1)c1ccco1 | -5 | 2% | 29% | 2% | -1%
41 | Cc1ccc(Cl)cc1NC(=O)CSC1=Nc2ccccc2C2=NC(Cc3ccccc3)C(=O)N12 (stereo unspecified) | 5 | -4% | 36% | u | i
42 | Cc1ccc(S(=O)(=O)NCC(=O)N2CCc3ccccc3C2)cc1 | 2 | -8% | 16% | -1% | -9%
43 | COC(=O)CCC(=O)Nc1cccc(Cl)c1 | 7 | -1% | 13% | -7% | -4%
44 | CCc1nc(N2CCN(Cc3ccc4c(c3)OCO4)CC2)c2oc3ccccc3c2n1 | 3 | -2% | u | 7% | -10%
45 | COc1ccc2c(C)cc(SC3CCOC3=O)nc2c1 (stereo unspecified) | 0 | 2% | 18% | 4% | 4%

no. | GLS inh | JMJD2A Tudor inh | G9a inh | BAZ2B block
37 | 25% | -14% | 29% | 1%
38 | 6% | -3% | u | 6%
39 | 125%[activator] | 8.9µM* | u | 45µM*
40 | 10% | -18% | -2%[2.33 µM] | 3%
41 | 3% | -10% | 23%[59 µM] | -5%
42 | 3% | -13% | x | -6%
43 | 7% | -12% | -2%[59 µM] | 1%
44 | x | u | u | 71µM*
45 | 16% | -6% | -8%[59 µM] | -5%
